# NCI-60 one-dose screen, 48 h, at 10 µM unless noted. Numbers give growth in % (100 = growth as untreated, 0 = no growth, -100 = all killed).
# HL-60(TB): HL-60(TB) leukemia cells; 78,000 compounds, 9% hits; AID 1794776; active = growth percent below 10
# * marks the source's active call; other numbers are inactive results; & = joins results of further samples. Only part of the results is shown (hit frequency here may not be typical).
SMILES	HL-60(TB)
CC[C@H](C)[C@H](NC(=O)[C@H]1CCCCN1C)C(=O)N(C)[C@H](C(=O)NC12C3C4C1C1C2C3C41C(=O)N[C@@H](Cc1ccccc1)C[C@H](C)C(=O)OC)C(C)C (stereo partly specified)	116
COc1ccc(C2=NN(/C=C3\SC(=S)N(NC(=O)Cc4ccccc4Nc4c(Cl)cccc4Cl)C3=O)C(c3ccc(Cl)cc3)C2)cc1 (stereo unspecified)	86
CCOC(=O)C(NC(C)=O)C(=O)OCC	99
Cc1ccc(N2CC(O)CSC2=Nc2ccccc2)cc1 (stereo unspecified)	61
Cc1cccc[n+]1CC(=O)c1ccc2ccccc2c1	103
c1ccc(CCc2ccccn2)nc1	90
Cc1cccc(-c2nnc(SCC(=O)Nc3nccs3)n2N2C(=O)CSC2=S)c1	99
Nc1cccc(N)n1.[Cu+2]	101
CCN(CC)CCOCCOC(=O)C1(c2ccccc2)CCCC1	107
CC1=C2[C@@H](CC1)[C@]1(C)O[C@@](C(C)C)(C[C@H]1O)[C@H]2OC(=O)C1CC1c1ccccc1 (stereo partly specified)	80
CC(=O)Oc1cccc(-n2c(O)c(C=Nc3cccnc3)sc2=S)c1	98
CCOC(=O)[C@]12CCC(C)(C)C[C@H]1C1=CC[C@@H]3[C@@]4(C)C/C(=C/c5cccnc5)C(=O)C(C)(C)[C@@H]4CC[C@@]3(C)[C@]1(C)CC2	49
COc1ccc(-c2cc(-c3cc(OC)ccc3OC)[nH]c(=O)c2C#N)cc1	18
O=C(O)c1ccccc1NS(=O)(=O)c1cccc(-n2sc3ccccc3c2=O)c1	117
Cc1ccc(S(=O)(=O)F)cc1C(=O)O	104
CCCNC(=O)Oc1ccc(/C(=C(/CC)Cc2ccccc2)c2ccc(OCCN(CC)CC)cc2)cc1	53
CN(C)c1ccc(-c2nc(N3CCOCC3)c3c4c(sc3n2)CCCC4)cc1	92
O=C(CSc1nnc(-c2cc(-c3ccccc3)nc3ccccc23)n1-c1ccccc1)Nc1ccc(Cl)cc1	94
COc1cc(/C=C/C(=O)c2ccc(Nc3nc(NCCO)nc(N4CCOCC4)n3)cc2)cc(OC)c1OC	-29*
COc1cc(-c2cc(-c3ccc(Nc4ncnc5cc(Cl)ccc45)cc3)nc(N3CCCC3)n2)cc(OC)c1OC	87
COc1ccc2c(c1OC)C(=O)O[C@@H]2[C@H]1c2cc3c(cc2CCN1C)OCO3	104&107
O=c1ccc(=O)n(-c2nc(-c3cc4c(ccc5ccccc54)oc3=O)cs2)[nH]1	94
O=C1[C@H]2Cc3c([nH]c4ccccc34)[C@@H](c3c(Cl)cccc3Cl)N2C(=O)CN1C1CCN(CC2CCCCC2)CC1	35
C/C(CCl)=N\NC1=NC(C)(CCl)P(=O)(NNc2ncccn2)S1 (stereo unspecified)	117
CCC(CC)NCCOC(=O)c1ccc([N+](=O)[O-])cc1	93
CC(=O)C1=C(C)NC(=O)NC1c1ccccc1 (stereo unspecified)	114
O=C(c1ccc(Br)cc1)C1C(c2ccc(Cl)cc2)C2CCCN2C12C(=O)Nc1ccccc12 (stereo unspecified)	74
Cc1noc(C)c1C(=O)OCc1coc2ccccc2c1=O	12
C=C(C)[C@@H]1CC=C2c3sc(-c4ccc(C(F)(F)F)cc4)nc3C[C@@H](C)[C@]2(C)C1	103
COc1cc(NC(=O)CCSc2nc3ccc(C)cc3c(=O)n2-c2ccccc2)cc(OC)c1OC	97
CCCC(C)(O)C(C)CC (stereo unspecified)	94
O=c1oc2cccnc2n1Cc1cn(-c2ccc(Cl)cc2Cl)nn1	69
NN1C(S)N=NC1NNC(=S)Nc1ccc(S(=O)(=O)Nc2ccc(Cl)nn2)cc1 (stereo unspecified)	107
COc1cc(OC)c(/C=C/C(=O)c2ccc(Nc3ncnc4ccccc34)cc2)c(OC)c1	2.8*
CNC(Cc1ccccc1)c1ccc(N(C)C)cc1 (stereo unspecified)	117
Cc1ccc(/C(CSc2nc3[nH]c(=O)n(C)c(=O)c3[nH]2)=N\O)cc1	109
CC[C@H](Nc1ncnc2nc[nH]c12)c1nc(CCCCCC(=O)OC)c2ccccc2n1	93
CCOC(=O)/C=C/c1c2c(c(OC)c3c1OCO3)[C@H]([C@H]1OC(=O)c3c1ccc(OC)c3OC)N(C)CC2	88
C/C(=N\OC(=O)Nc1ccccc1)c1ccccc1	119
O=C(C(=O)N1CCOCC1)c1ccc(O[C@H]2O[C@H](CO)[C@@H](O)[C@H](O)[C@@H]2O)cc1	113
CN(C)S(=O)(=O)c1ccc(Cl)cc1	102
Nc1ccc(Nc2nccc(-c3ccc(Cl)cc3)n2)cc1	71
CC(C)(C)n1cc(-c2ccnc(NCCNS(=O)(=O)c3ccc(Br)cc3)c2)c(-c2cccc(O)c2)n1	-8.2*
CCOC(=O)N1CCN(CCCCl)CC1	86
COC(=O)c1ccc2c(c1)[n+](=O)c(C(=O)OC)c(C)n2[O-]	73
CC(C)(C)NCC(O)c1cc(Cl)c(N)c(Cl)c1 (stereo unspecified)	101
Clc1ccc(Nc2nc(Nc3ccccc3)nc(Nc3ccc(-c4cc(-c5ccc(Cl)cc5)on4)cc3)n2)cc1	55
O=C(O)c1cn(C2CC2)c2cc(N3CCN(Cn4nc(-c5ccncc5)n(-c5ccccc5)c4=S)CC3)c(F)cc2c1=O	102
C=C(C[C@](O)(C(=O)/C=C/c1ccc(Cl)cc1)C(=O)OC)c1ccccc1	59
CCc1oc2ccccc2c1C(=O)c1ccc(OCCN(CC)CC)cc1	86

# Next results.
SMILES	HL-60(TB)
COc1ccccc1NCCCOc1cc(O)c2c(=O)cc(-c3ccccc3)oc2c1	99
COc1cc(/C=C2/N=C(c3ccccc3)N(C(=O)c3ccc4ccccc4c3)NC2=O)ccc1O	102
O=c1oc2ccc(Br)cc2cc1C1=CSc2ccccc2N=C1	121
NS(=O)(=O)c1ccc(N/C=C2\C=NC3C=CC=CC23)cc1 (stereo unspecified)	105
NC(=S)N/N=C/c1ccc(OC(=O)COc2cc(Cl)c(Cl)cc2Cl)cn1	47
CC(=O)c1ccc(NC(=O)CSc2nnc(-c3cnccn3)n2-c2ccccc2)cc1	112
Cc1ccc(C(=O)/C(Cl)=N/O)cc1	103
CSc1nc(N)c2c(n1)NC(c1ccc(Cl)cc1)CC(c1ccc3c(c1)OCO3)=N2 (stereo unspecified)	57
COc1cc(-c2ccc(Nc3nc4ccccc4s3)c(OC)c2)ccc1Nc1nc2ccccc2s1	114
Cc1cccc(-n2c(C)nc3c(c(C)nn3-c3ccccc3)c2=O)c1	102
COc1cc2cc(Oc3ccc(NC(=O)Nc4ccccc4)cc3)c(C)nc2cc1OCCN1CCCCC1	-47*
O=C(N/N=C/c1cccc2ccccc12)C1CC1	96&71
O=C1CC(N2CC2)C(=O)N1c1ccccc1 (stereo unspecified)	114
Nc1ncnc2c1ncn2C1OC2COP(O)(=S)OC3C(COP(=O)(O)OC2C1F)OC(n1ccc(=O)[nH]c1=O)C3F (stereo unspecified)	107
O=C(O)CC1CC(O)CCC1=O (stereo unspecified)	103
O=C(Nc1ccc(-c2n[nH]c(=S)n2/N=C/c2c[nH]c3ccccc23)cc1)c1cccnc1	100
COc1ccc(-c2nc(SCC(C)C)nc(N/N=C(/C)c3ccc(Cl)cc3Cl)c2C#N)cc1	47
Cc1c(Br)cccc1NC(=O)c1sc2nc3c(cc2c1N)CN(Cc1ccccc1)CC3	-30*
Cc1cc(O)c(Cl)cc1Cl	78
CCn1cc(C(=O)O)c(=O)c2cc(F)c(N3CCN(S(=O)(=O)c4cccc5ccccc45)CC3)cc21	-46*
O=[N+]([O-])c1cccc(-c2nc3sccn3c2-c2ccnc(NCCNS(=O)(=O)c3cccc4ccccc34)n2)c1	107
Nc1ccc(-c2nnc(SCc3ccc(O)c4ncccc34)o2)cc1	-5.8*
COc1cc2cc(C(=O)N3C[C@@H](CCl)c4c3cc(OC(=O)N3CCN(C)[C@@H]5CSSC[C@@H]53)c3ccccc43)[nH]c2c(OC)c1OC	1.6*
Cc1cc(C)c(N)c(S(=O)(=O)O)c1	106
Fc1cc(C2=NNC(c3ccc[nH]3)C2)ccc1-n1ccc(C(F)(F)F)n1 (stereo unspecified)	55
NS(=O)(=O)c1ccc(CCN2C(=O)/C(=C\c3ccc(F)cc3)C=C2c2ccc(Cl)cc2)cc1	101
O=C(OCC1OC(O)C(OC(=O)c2ccccc2)C1OC(=O)c1ccccc1)c1ccccc1 (stereo unspecified)	96
Cc1ccnc(-c2cc(C)ccn2)c1	97
Cc1cc(=O)[nH]c2[nH][nH]c(=O)c12	84
COc1ccc(/C=C/c2nc(N3C(=O)C(Cl)C3c3ccc(Cl)cc3)c3ccccc3n2)cc1 (stereo unspecified)	95

# Reprinted at random: 4 compounds from above
SMILES	HL-60(TB)
CC1=C2[C@@H](CC1)[C@]1(C)O[C@@](C(C)C)(C[C@H]1O)[C@H]2OC(=O)C1CC1c1ccccc1 (stereo partly specified)	80
O=c1oc2cccnc2n1Cc1cn(-c2ccc(Cl)cc2Cl)nn1	69
Fc1cc(C2=NNC(c3ccc[nH]3)C2)ccc1-n1ccc(C(F)(F)F)n1 (stereo unspecified)	55
COc1ccc(/C=C/c2nc(N3C(=O)C(Cl)C3c3ccc(Cl)cc3)c3ccccc3n2)cc1 (stereo unspecified)	95

# Other results.
SMILES	HL-60(TB)
COc1ccc2[nH]c(O)c(N=Nc3nc(-c4ccccc4)cs3)c2c1	72
O=c1c2sc3ncc(Cl)cc3c2nnn1-c1ccccc1	90
COc1ccc(/C=C/C(=O)c2c(C)nc3ccccc3c2/C=C/c2ccccc2)cc1	62
COc1ccc(Cn2cc3c(c2-c2cc(OC)c(OC)c(OC)c2)CCc2cnoc2-3)cc1N	5.5*
Cc1ccc([N+](=O)[O-])cc1N	98
COc1ccc(CN2C(=O)CSC2c2cc3ccccc3[nH]c2=O)cc1OC (stereo unspecified)	97
COc1ccc(-c2nc3ccccn3c2/C=C/C(=O)c2cc(OC)c(OC)c(OC)c2)cc1OC	9.7*
Cc1ccc(/C=[N+](\[O-])c2ccccc2)cc1	116
CC(=O)NS(=O)(=O)c1ccc(NCc2nc3ccccc3c(=O)[nH]2)cc1	79
Cc1ccc2sc3c(NCCCNCCO)nc4ccccc4c3c(=O)c2c1	-0.6*

# An excerpt from above in order of heavy-atom count, lowest first:
SMILES	HL-60(TB)
Cc1ccc([N+](=O)[O-])cc1N	98
Cc1ccc(/C=[N+](\[O-])c2ccccc2)cc1	116
CC(=O)NS(=O)(=O)c1ccc(NCc2nc3ccccc3c(=O)[nH]2)cc1	79
Cc1ccc2sc3c(NCCCNCCO)nc4ccccc4c3c(=O)c2c1	-0.6*
COc1ccc(/C=C/C(=O)c2c(C)nc3ccccc3c2/C=C/c2ccccc2)cc1	62
COc1ccc(Cn2cc3c(c2-c2cc(OC)c(OC)c(OC)c2)CCc2cnoc2-3)cc1N	5.5*
COc1ccc(-c2nc3ccccn3c2/C=C/C(=O)c2cc(OC)c(OC)c(OC)c2)cc1OC	9.7*

# Continued:
SMILES	HL-60(TB)
CC(=O)Nc1ccccc1-c1n[nH]c(=O)[nH]c1=O	109
O=C(/C=C/c1cccc(Cl)c1)c1ccc(Nc2nc(Nc3ccc(F)cc3)nc(Nc3ccc(Cl)cc3)n2)cc1	53
COc1ccc(NC(=O)C2CC3C=CC2C3)c([N+](=O)[O-])c1 (stereo unspecified)	86
CN(C)CCOc1ccc(C(=O)C2[C@H](c3ccc(Cl)cc3)[C@@H](c3ccccc3)NC23C(=O)Nc2ccc(Cl)cc23)cc1 (stereo partly specified)	-76*
C=C(C)COP(=O)(OCC(=C)C)OCC(=C)C	95
COC1=C(OC)C(=O)C(SCCC(=O)OCCCCCC(C)C)=C(C)C1=O	115
CCCCn1c(=O)[nH]c(N)c(C(c2ccc(F)cc2)c2c(N)[nH]c(=O)n(CCCC)c2=O)c1=O	79
N#CC1=C(N)Oc2cc(N)ccc2C1c1cccnc1 (stereo unspecified)	97
CNC(=O)c1cc(Oc2ccc(NC(=O)Nc3ccc(Cl)c(C(C)C)c3)c(F)c2)ccn1	51
O=C1OC(c2ccccc2)N/C1=C\c1ccc2c(c1)OCO2 (stereo unspecified)	99
Nc1c(-c2ccc(-c3ccccc3)cc2)nc2cnccn12	61
Cc1ccc2c(c1)C(=O)N(Cc1ccc(S(N)(=O)=O)cc1)C2=O	104
COc1ccc(/C=C2\C(=O)Nc3ccccc32)cc1OCc1ccccn1	84
Cc1ccc(C)c2c1sc1nc3nc4sc5ccccc5n4c(=N)c3c(=O)n12	89
CCCCCN1C=C/C(=C\C(=O)N(C)c2cccc3ccccc23)c2ccccc21	97
COc1cc(C(=O)c2cc(C)c3[nH]c4ccc(O)cc4c3c2C)cc(OC)c1OC	-14*
O=C(Cn1ccc(Nc2ccccc2)cc1=O)Nc1ccccc1C(=O)c1ccccc1	108
O=c1cc(-c2ccccc2)[nH]c(=S)[nH]1	104
O=[N+]([O-])c1ccc(S(=O)(=O)N/N=C/c2ccc3c(c2)OCO3)cc1	141
N#Cc1c(-c2ccccc2F)cc(-c2ccc(Br)s2)[nH]c1=O	99
Cc1ccc(S(=O)(=O)OCCCCOS(=O)(=O)c2ccc(C)cc2)cc1	86
O=S1(=O)CC(Cl)C(Cl)C1 (stereo unspecified)	85
Cc1nc2sc(C(=O)Nc3ccc4c(c3)OCCO4)c(N)c2cc1C(C)O (stereo unspecified)	101
OCCCCCNC1CCCCC1	92
COc1ccc(-c2cc(-c3cc(OC)c(OC)c(OC)c3)c(C#N)c(=O)n2Cc2ccc(C(=O)NO)cc2)cc1	100
COc1ccccc1-c1nc2ccc3[nH]ncc3c2c2c1CCCC2	90
COc1ccc(-c2cc(C(=O)N/N=C/c3c[nH]c4ccccc34)no2)cc1	77
NS(=O)(=O)c1ccccc1NC(=O)Nc1nc2ccccc2s1	102
O=c1[nH]c(NC2CCCC2)nc2sc3c(c12)CCCC3	97
O=S(=O)(Oc1ccc(-c2cn3ccsc3n2)cc1)c1ccc(F)cc1	97

# Screening data as filed in PubChem BioAssay.
